From PubChem
IL2 activator – qHTS of IL-2 Activators; IL-2 activation reporter assay, cell-based qHTS; stimulated with anti-CD3/CD4/CD28 beads; in transgenic mouse T cells; activation, % (series mostly up to about 46 µM); 360,000 compounds, 0.065% hits; AID 652025, 2013; in the data active = activation above about 50%; inconclusive = mostly about 30% to 49%; also: 0% is about no effect
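Quantitative HTS in unstimulated transgenic mouse T cells, with memory T cells as non-tolerant control and PMA/ionomycin as tolerance-bypass control. Compound pretreatment lasted 60 minutes before 18 h bead stimulation; EGFP/DsRed fluorescence read.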
PI5P4K alpha inh – qHTS for Inhibitors of phosphatidylinositol 5-phosphate 4-kinase (PI5P4K); PI5P4Kalpha enzyme, ADP-Glo luminescence, 60 min; hits give low values; AID 652105, 2013; 330,000 compounds, 1.2% hits; Phosphatidylinositol 5-phosphate 4-kinase type-2 alpha (Homo sapiens), P48426; max response, %; active = max response of -50% or lower; inconclusive = between -30% and -50%; inactive = -30% or higher; also: value at the top dose of about 77 µM; % is scaled to controls: 0 for no effect and ±100 for the full control effect
Target sequence (P48426 whole entry, looked up): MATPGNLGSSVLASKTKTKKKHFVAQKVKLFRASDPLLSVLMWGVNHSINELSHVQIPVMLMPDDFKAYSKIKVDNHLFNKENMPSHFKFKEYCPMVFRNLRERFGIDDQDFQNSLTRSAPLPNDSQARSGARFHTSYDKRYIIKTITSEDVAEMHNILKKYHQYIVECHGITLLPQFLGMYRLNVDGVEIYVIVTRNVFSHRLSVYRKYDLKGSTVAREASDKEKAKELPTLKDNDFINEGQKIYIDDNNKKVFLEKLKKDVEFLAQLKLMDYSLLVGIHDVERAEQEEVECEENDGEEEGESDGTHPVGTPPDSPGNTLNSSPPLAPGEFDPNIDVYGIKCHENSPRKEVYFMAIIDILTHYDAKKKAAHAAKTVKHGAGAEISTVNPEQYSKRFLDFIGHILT
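Controls without substrate or without enzyme flank wells where PI5P4Kalpha converts substrate using 5 microM ATP (final). Incubation lasts 60 minutes at room temperature; ADP formed is read by ADP-Glo luminescence.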
PLK1 PBD inh – qHTS for Inhibitors of PLK1-PDB (polo-like kinase 1 - polo-box domain): Primary Screen. Serine/threonine-protein kinase PLK1 (Homo sapiens), P53350. Plk1 PBD binding of FITC phosphopeptide, fluorescence polarization. Potency, µM, for inactives: max response, negative = inhibition, actives largely listed as inhibitors. 360,000 compounds, 2.8% hits. AID 720504, 2013; also: potency is read from the fitted curve at half-maximal effect; series mostly up to about 57 µM; % is scaled to controls: 0 for no effect and ±100 for the full control effect; nearly all actives have a fitted effect of over 65% in size
Target sequence (P53350 whole entry, looked up, the tested form may be a part): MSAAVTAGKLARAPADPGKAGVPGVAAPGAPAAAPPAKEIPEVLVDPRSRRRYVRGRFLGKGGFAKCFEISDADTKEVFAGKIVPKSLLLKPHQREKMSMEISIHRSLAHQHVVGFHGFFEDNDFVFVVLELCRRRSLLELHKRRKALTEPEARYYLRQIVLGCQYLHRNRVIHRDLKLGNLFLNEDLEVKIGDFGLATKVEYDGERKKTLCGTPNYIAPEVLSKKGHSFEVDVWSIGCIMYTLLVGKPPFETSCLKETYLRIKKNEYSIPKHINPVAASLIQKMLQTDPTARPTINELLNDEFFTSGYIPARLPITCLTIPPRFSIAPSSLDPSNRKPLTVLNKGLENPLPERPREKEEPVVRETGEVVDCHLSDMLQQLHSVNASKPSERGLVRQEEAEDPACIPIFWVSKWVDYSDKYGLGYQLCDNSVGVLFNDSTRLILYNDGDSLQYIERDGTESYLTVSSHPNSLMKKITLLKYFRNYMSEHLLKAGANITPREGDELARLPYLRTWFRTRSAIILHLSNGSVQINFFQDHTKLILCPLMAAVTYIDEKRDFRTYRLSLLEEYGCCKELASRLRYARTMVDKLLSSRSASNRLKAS
FUS yeast rescue – qHTS for Suppressors of FUS Proteinopathy: Primary screen using FUS-linked yeast assay; S. cerevisiae FUS-expressing, growth rescue, OD600, 24 h; Potency, µM (highest dose often 76.6 µM), inactives show at the top dose growth rescue (activation), most hits filed as activators; 390,000 compounds, 0.24% hits; AID 1347120, 2019;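 also: potency is read from the fitted curve at half-maximal effect; plate controls were DMSO vehicle for no effect and reference control for full effect; nearly all actives have a fitted effect of over 55% in size; some results filed as inactive show a strong effect at the top dose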
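Restored growth of FUS-toxic S. cerevisiae, read as 600 nm absorbance after 24 h at 30C in galactose medium (starting OD 0.005). Controls CP55940 and DMSO.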
aSyn rescue – qHTS of alpha-syn Inhibitors | 370,000 compounds, 0.14% hits | Potency, µM (titrated, usually from 46.1 µM), without a hit: at the highest dose growth rescue (activation), actives largely listed as activators | AID 652106, 2013 | Yeast expressing alpha-synuclein, growth rescue, BacTiter-Glo, 24 h; also: potency is read from the fitted curve at half-maximal effect; % of control where 0% means no effect; nearly all actives have a fitted effect of over 65% in size
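Galactose-induced alpha-syn yeast (OD600=0.02, raffinose-pregrown) + pinned cpd, 24 hr, 30 deg C; growth by BacTiter-Glo luminescence. Growth restoration scores as activation.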
WRN helicase inh – qHTS for Inhibitors of WRN Helicase; WRN helicase unwinding, fluorescent forked duplex, kinetic; Potency, µM (highest dose often 114 µM), for inactives: at the highest dose activity change, negative = inhibition, actives largely listed as inhibitors; Bifunctional 3'-5' exonuclease/ATP-dependent helicase WRN (Homo sapiens), Q14191; 360,000 compounds, 0.46% hits; also: potency is read from the fitted curve at half-maximal effect; % is scaled to controls: 0 for no effect and ±100 for the full control effect; nearly all actives have a fitted effect of over 55% in size
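WRN at 20 nM final was preincubated with compound for 15 min at room temperature; reaction started with 100 nM forked duplex oligonucleotide carrying fluorophore and quencher plus 2 mM ATP (final). Unwinding followed kinetically by red fluorescence (ex 525/em 598 nm).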
EPAC1 agonist – qHTS for Agonist of cAMP-regulated guanine nucleotide exchange factor 3 (EPAC1): primary screen; Potency, µM (doses to about 154 µM), for the others: at the top dose activation, usual class: activators; 360,000 compounds, 0.073% hits; AID 720707, 2013; Rap guanine nucleotide exchange factor 3 (Homo sapiens), O95398; EPAC1 agonist qHTS, biochemical assay; response scale: 100% = response to 6.5 mM cAMP; also: potency is read from the fitted curve at half-maximal effect; nearly all actives have a fitted effect of over 60% in size
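Read-out is the fluorescence drop as BODIPY-GDP leaves Rap1B (480 nm excitation, 540 nm emission), recorded every 5 minutes over 30 minutes. Reactions held 100 nM EPAC1, 250 nM Rap1B–BODIPY-GDP and 50 uM GDP, with 6.5 mM cAMP setting full activation.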
EPAC1 antagonist – qHTS for Antagonist of cAMP-regulated guanine nucleotide exchange factor 3 (EPAC1): primary screen. Rap guanine nucleotide exchange factor 3 (Homo sapiens), O95398. EPAC1 GEF assay, Rap1b-BODIPY-GDP exchange fluorescence. Potency, µM (series often up to 115 µM), inactives show top-dose activity change, negative = inhibition, usual class: inhibitors. 360,000 compounds, 0.14% hits. AID 720709, 2013;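 also: potency is read from the fitted curve at half-maximal effect; plate controls were vehicle for no effect and positive control for full effect; nearly all actives have a fitted effect of over 50% in size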
Abeta yeast res – qHTS for compounds that reverse cellular toxicity of Amyloid beta (A-beta) peptide in yeast: Primary Screen. yeast expressing A-beta42, growth rescue, OD600, 48 h; response scale: 0% DMSO, 100% iron-clioquinol control. Potency, µM (highest dose often 46.1 µM), without a hit: at the top dose growth rescue, usual class: activators. 410,000 compounds, 0.063% hits; also: potency is read from the fitted curve at half-maximal effect; nearly all actives have a fitted effect of over 55% in size
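Yeast A-beta toxicity model in growth medium with pinned compounds, 48 h at 30 C; growth read as absorbance at 600 nm. Normalized to FeCl3/clioquinol equimolar mix (positive) and DMSO (negative).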
Numbers without * were called inactive; ? = inconclusive; / = no result given; [ ] = dose if it differs, or a comment. Unless noted, calls follow the shape of the dose curve; as a rule, active = well fitted curve in the direction sought with a large enough effect; inconclusive = small, poorly fitted or top-dose-only effect, or another doubt; inactive = no such curve, though single readings can be large; an effect the other way counts as inactive or inconclusive. Hits appear at their usual frequency, and some 4.1% of all compounds hit somewhere here.

SMILES	IL2 activator	PI5P4K alpha inh	PLK1 PBD inh	FUS yeast rescue	aSyn rescue	WRN helicase inh	EPAC1 agonist	EPAC1 antagonist	Abeta yeast res
CCC(=O)Nc1ccc(C(=O)COC(=O)c2nc3nccc(C)n3n2)cc1	0.7	-90.0*	?	19.8%	-2.9%	?	4.5%	?	-0.4%
COc1cc(C2c3sc(=O)[nH]c3SC3C(=O)N(c4ccc(Br)cc4)C(=O)C32)ccc1O (stereo not given)	-0.9	-9.9	-19.9%	42.2%	-8.5%	-10.0%	-4.3%	-6.7%	8.7%
O=S(=O)(c1ccc(F)cc1)N1CCN(c2ncnc3c2cnn3-c2ccccc2)CC1	-0.5	-7.1	-0.6%	-8.4%	7.1%	-5.1%	1.0%	-10.0%	2.4%
COc1ccc(C)cc1N(C(=O)c1snc(C(N)=O)c1N)C(C(=O)NC1CCCCC1)c1ccc(C)o1 (stereo not given)	0.5	-1.9	-8.9%	?	-1.2%	-7.4%	19.7%	-9.7%	-15.1%
Cc1ccc(CS(=O)(=O)CCC(=O)NCc2ccc3c(c2)OCO3)cc1	-3.1	/	-6.0%	14.6%	-0.6%	-4.6%	-1.7%	10.0%	5.1%
Cc1ccc(Nc2c(F)c(F)c(F)c(F)c2C(=O)O)c(C)c1	0.4	3.2	?	17.1%	-21.9%	-7.3%	3.9%	-0.1%	-7.3%
COc1ccc(CC(=O)NC(=S)Nc2ccc(S(N)(=O)=O)cc2)cc1	0.4	1.1	-8.4%	/	0.3%	1.6%	10.4%	-17.5%	1.1%
Cc1cc(Nc2n[nH]c(N)c2C#N)ccc1F	-0.9	3.9	2.8%	-22.9%	2.0%	-0.3%	-14.1%	-17.4%	-11.6%
Nc1ccc2c(c1)C(=O)c1cc([N+](=O)[O-])ccc1-2	0.1	-12.8	-7.5%	17.3%	5.6%	?	17.0%	-11.2%	21.8%
COc1ccccc1OCCCn1c(=O)oc2ccc(C)cc21	-0.2	1.0	-9.1%	9.0%	13.0%	-4.1%	3.0%	-2.0%	7.1%
NC(=O)c1nc(C2CCCCC2)nc2c1[nH]c(=O)n2-c1ccc(F)cc1	0.8	1.0	-2.7%	-14.2%	0.7%	-5.2%	-0.8%	-1.5%	8.0%
CCOC(=O)[C@]12CCC=C1N(Cc1ccccc1)C(=O)[C@H](CC(=O)NCc1ccc(C)o1)C2	-0.1	-19.3	-27.7%	26.4%	1.9%	-9.2%	-0.8%	-2.7%	-1.8%
O=C(NCCN1CCN(c2ccc([N+](=O)[O-])cc2)CC1)NCc1ccccc1	-1.9	4.5	-12.6%	-14.3%	-3.1%	-11.8%	-6.8%	-11.3%	-4.2%
CCN(CC(=O)Nc1ccc(C)c(S(=O)(=O)N(C)C)c1)Cc1ccccc1	-0.3	1.5	-2.0%	-31.0%	11.2%	0.3%	-2.0%	-7.2%	3.7%
Cc1nc(NC(=O)C2CC3CCCC(C2)C3=O)sc1C (stereo not given)	1.8	-0.3	-3.3%	-18.4%	8.9%	4.5%	7.6%	3.3%	23.1%
CCCn1c(C)cc(/C=C(\C#N)C(=O)OCC(=O)N(CC)c2c(N)n(Cc3ccccc3)c(=O)[nH]c2=O)c1C	0.5	-14.2	-0.6%	/	-8.1%	5.6%	8.6%	-23.2%	-0.4%
C#CCCCCCCCCC(=O)NCCCC	-3.7	1.8	0.6%	14.2%	6.0%	-11.7%	-12.1%	-21.3%	-12.6%
CCN1C(=O)C(=O)N(CC(=O)N2CCN(c3ccccc3)CC2)C1=O	-1.5	-4.3	-1.9%	-3.6%	1.3%	-3.0%	-2.3%	8.0%	4.7%
COc1ccccc1NC(=O)Nc1cccc(NC(C)=O)c1	-1.2	-1.2	-14.2%	20.8%	-4.4%	5.8%	-6.5%	-11.3%	-3.8%
COc1ccc(OC)c(C(=O)c2ccc(C(=O)c3cc(OC)ccc3OC)cc2)c1	-1.2	/	0.0%	-23.4%	5.4%	-4.1%	4.4%	-1.1%	19.3%
CN(C)c1ccc(NC(=O)Nc2cccc(Cl)c2)cc1	-2.2	/	-10.3%	18.2%	-7.9%	-2.8%	4.7%	13.2%	-4.7%
CSCCC(NC(=O)c1ccccc1)C(=O)OCC(=O)NCc1ccco1 (stereo not given)	2.2	-3.3	-8.4%	23.5%	-6.0%[1.84 µM]	-13.7%	-4.7%	19.1%	-11.4%
CC(Oc1ccc(Cl)cc1Cl)/C(N)=N/O (stereo not given)	0.5	1.6	1.8%	7.8%	-2.9%	-0.4%	-7.4%	6.4%	14.5%
COc1ccc(S(=O)(=O)Nc2nc3ccccc3nc2NCc2ccc3c(c2)OCO3)cc1	0.5	-0.3	-6.3%	/	3.5%	-24.3%	-1.7%	0.0%	2.1%
COCCNC(=O)Cn1nc(Cc2ccncc2)c2ccccc2c1=O	1.0	3.1	-28.6%	3.8%	-6.2%	15.8%	8.3%	?	-11.1%
CC(C)C[C@@H](CN1CCCC1CN1C(=S)NC[C@@H]1Cc1ccccc1)N1C[C@H](Cc2ccccc2)N(CC2CCCCCC2)C1=S (stereo not given in full)	-0.1	-4.1	-9.7%	?	-17.1%	-1.4%	-7.8%	5.0%	?
Cc1cccc(C)c1NC(=O)C1(N2CCN(C(=O)c3ccco3)CC2)CCCCC1	0.9	12.8	-6.8%	4.2%	0.8%	-1.5%	-5.9%	-8.8%	11.0%
Cc1ccccc1NC(=O)COC(=O)C1C2CC3OC(=O)C1C3C2 (stereo not given)	-2.9	-15.0	-6.1%	12.8%	-0.9%	-26.0%	9.2%	-9.1%	-10.5%
CCCNc1nc(Cl)nc(NCc2cccnc2)n1	2.4	0.0	-22.6%	37.3%	-6.7%	-9.2%	10.1%	14.4%	-9.1%
CCC1(CC)NC(=O)N(CC(=O)Nc2cccc3ccccc23)C1=O	1.3	-0.5	-8.0%	/	-10.8%	-3.7%	3.9%	10.3%	-22.6%

Three compounds from above, arranged by their value in PLK1 PBD inh, highest first.
canonical_smiles,PLK1 PBD inh
CCN1C(=O)C(=O)N(CC(=O)N2CCN(c3ccccc3)CC2)C1=O,-1.9%
CCC1(CC)NC(=O)N(CC(=O)Nc2cccc3ccccc23)C1=O,-8.0%
CCCNc1nc(Cl)nc(NCc2cccnc2)n1,-22.6%

(list continues)
SMILES	IL2 activator	PI5P4K alpha inh	PLK1 PBD inh	FUS yeast rescue	aSyn rescue	WRN helicase inh	EPAC1 agonist	EPAC1 antagonist	Abeta yeast res
CC1CCN(C(=O)CN(c2ccc(Cl)c(C(F)(F)F)c2)S(C)(=O)=O)CC1	-0.9	/	-7.6%	15.8%	5.5%	-7.7%	2.2%	-1.5%	-2.8%
CCC1CCCCN1S(=O)(=O)c1ccccc1 (stereo not given)	1.7	1.9	-4.0%	-0.4%	7.3%	-8.4%	8.4%	5.5%	-6.2%
CCOC(=O)C1=C(COC(=O)/C=C/c2ccco2)NC(=O)NC1C (stereo not given)	-5.3	-53.8*	?	20.4%	0.0%	?	-1.1%	-16.3%	-0.6%
CCN1CCCc2cc(CN(CCN3CCOCC3)C(=S)Nc3cc(F)cc(F)c3)ccc21	-0.9	4.1	-9.2%	-4.6%	-4.0%	-2.2%	6.2%	11.7%	28.7%
CC1CN(C(=O)c2c([N+](=O)[O-])cnn2C)CC(C)O1 (stereo not given)	-0.1	/	3.0%	13.6%	0.6%	-2.4%	3.2%	3.7%	2.9%
Cn1cc(-c2coc3c(C(=O)Nc4ccccc4)cccc23)cn1	0.9	4.1	-5.2%	25.4%	?	-4.9%[57.1 µM]	-7.3%	?	-6.8%
COc1ccc(NC(C)C(=O)N/N=C/c2ccccc2OCc2ccc(Br)cc2)cc1 (stereo not given)	0.8	-0.3	-11.1%	27.2%	-0.8%	-9.0%	8.8%	13.4%	4.4%
CCn1c2ccccc2c2nnc(SCC(=O)c3c(N)n(C)c(=O)n(C)c3=O)nc21	3.2	-3.0	0.3%	-4.7%	0.8%	-4.3%	0.3%	-28.9%	1.0%
CCc1nc2ccccc2n1CC(=O)N1CCN(Cc2ccccc2)CC1	-0.2	-13.7	21.2µM*	-3.1%	-2.8%	8.1%[57.1 µM]	8.7%	11.5%	-19.8%
O=c1cnnc(N/N=C/c2ccccn2)[nH]1	-3.3	-28.6	21.2µM*	-7.4%	3.9%	7.3%	0.1%	9.0%	3.0%
O=C(COc1ccc(S(=O)(=O)N2CCCCC2)cc1)NCc1cccnc1	2.2	/	-1.2%	13.2%	-6.5%	6.0%	-5.1%	6.5%	4.1%
CC(C)CC(NC(=O)c1ccccc1)C(=O)OCC(=O)Nc1ccc(S(N)(=O)=O)cc1 (stereo not given)	0.5	-5.9	-13.2%	-11.5%	-2.4%	-3.5%	-2.3%	-6.9%	-20.3%
O=C(CCc1ccccn1)N1CCCC(N2CCN(c3ccc(F)cc3)CC2)C1 (stereo not given)	-3.1	-2.5	-11.6%	/	-0.2%	-24.4%	11.8%	-0.1%	-8.4%

As entered above:
CC1CN(C(=O)c2c([N+](=O)[O-])cnn2C)CC(C)O1 (stereo not given) @ PLK1 PBD inh = 3.0%
CCOC(=O)C1=C(COC(=O)/C=C/c2ccco2)NC(=O)NC1C (stereo not given) @ PI5P4K alpha inh = -53.8*
